Screens deposited in PubChem by National Center for Advancing Translational Sciences (NCATS).
AmpC no deterg – qHTS Inhibitors of AmpC Beta-Lactamase (assay without detergent) | P00811 | AmpC nitrocefin hydrolysis, absorbance 480 nm, 0.0001% Triton | Potency, µM (top dose mostly 57.1 µM), without a hit: at the highest dose activity change, negative = inhibition, actives largely listed as inhibitors | 330,000 tested, 0.52% active | AID 485341, 2010;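 further: potency means the concentration at half of the fitted maximal effect; plate controls were no compound for no effect and no enzyme for full effect; nearly all actives have a fitted effect of over 20% in size; some results filed as inactive show a strong effect at the top dose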
Target sequence (P00811 whole entry, looked up): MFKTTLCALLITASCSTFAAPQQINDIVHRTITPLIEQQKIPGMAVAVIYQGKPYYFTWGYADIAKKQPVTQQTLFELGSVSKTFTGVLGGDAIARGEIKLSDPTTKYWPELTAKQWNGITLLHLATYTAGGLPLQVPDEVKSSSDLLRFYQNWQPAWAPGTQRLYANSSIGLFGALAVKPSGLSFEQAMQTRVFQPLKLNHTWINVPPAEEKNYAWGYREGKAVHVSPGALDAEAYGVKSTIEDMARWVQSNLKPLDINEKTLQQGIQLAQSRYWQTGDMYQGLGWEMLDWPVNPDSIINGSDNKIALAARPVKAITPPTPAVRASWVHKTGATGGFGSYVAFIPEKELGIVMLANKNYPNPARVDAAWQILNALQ
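AmpC (5.3 nM in the dispensed reagent) in 20 mM phosphate pH 7.0 with 0.01% (detergent screen) or 0.0001% Triton X-100 was preincubated with compounds for 15 min at room temperature. Nitrocefin was then added from an 800 uM solution, and hydrolysis was followed at 480 nm.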
AmpC inh detg – qHTS Inhibitors of AmpC Beta-Lactamase (assay with detergent) | Potency, µM (titrated, usually from 114 µM), without a hit: top-dose activity change, negative = inhibition, usual class: inhibitors | AmpC hydrolysis of nitrocefin, absorbance 480 nm, 0.01% Triton | 370,000 tested, 0.041% active | P00811 | AID 485294, 2010;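 further: potency means the concentration at half of the fitted maximal effect; 0% = no-compound wells and -100% = no-enzyme wells; nearly all actives have a fitted effect of over 25% in size; some results filed as inactive show a strong effect at the top dose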
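20 mM phosphate pH 7.0 + 0.01% (detergent screen) or 0.0001% Triton X-100; 5.3 nM AmpC reagent; cpd preinc 15 min RT; nitrocefin (800 uM stock) to start; A480 q20 s × 4 min; Activity was normalised to no-enzyme and no-compound control wells.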
HCV inh – qHTS Assay for Inhibitors of Hepatitis C Virus (HCV); Huh7.5.1 HCVcc-Cre infection, luciferase reporter, 44 h; Potency, µM (highest dose often 41.8 µM), for inactives: at the highest dose activity change, negative = inhibition, actives largely listed as inhibitors; 340,000 tested, 3.4% active; further: potency means the concentration at half of the fitted maximal effect
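Antiviral activity was scored by luciferase reporter output from cells infected with HCVcc-Cre (~0.5 moi) in presence of compound, 44 h infection period, cells seeded 1,000/well 4 h prior.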
HCMV antiviral – qHTS Assay for inhibitors of the human cytomegalovirus (HCMV); 410,000 tested, 4.5% active; activity change, negative = inhibition, % at 57.5 µM; AID 1259415, 2018; HFF cells, HCMV-luciferase reporter, 72 h; hits give low values; in the data active means activity change below about -60%; inconclusive means no clear call, values can overlap the other calls; inactive means above about -39%
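After 16 h attachment at 37C, HFF cells received test compound and HCMV-luciferase (1 PFU/cell); reporter luminescence read 72 h later, data normalized against buffer-only and known inhibitor Salinomycin.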
Sm TGR inh – qHTS Assay for the Inhibitors of Schistosoma Mansoni Peroxiredoxins. Schistosoma mansoni thioredoxin glutathione reductase (TGR), Q962Y6. Potency, µM (series often up to 114 µM), for inactives: at the highest dose activity change, negative = inhibition, most hits filed as inhibitors. purified TGR, DTNB reduction, TNB absorbance 405 nm. 360,000 tested, 3% active; further: potency means the concentration at half of the fitted maximal effect; nearly all actives have a fitted effect of over 60% in size
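TGR 20 nM + NADPH 100 uM (dispensed conc.), cpd preinc 15 min RT; start with NADPH (500 uM addition) then DTNB (15 mM addition). Kinetic TNB absorbance, 405 nm filter. Four-parameter Hill fit across titration.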
Giardia FBPA inh – qHTS Assay for Inhibitors of Fructose-1,6-bisphosphate Aldolase from Giardia Lamblia. A8B2U2. purified Giardia FBPA. Potency, µM (series often up to 59.6 µM), inactives show at the top dose activity, negative = inhibition, hits mostly inhibitors. 290,000 tested, 0.71% active. AID 2451, 2010; further: potency means the concentration at half of the fitted maximal effect; nearly all actives have a fitted effect of over 55% in size
Target sequence (A8B2U2 whole entry, looked up): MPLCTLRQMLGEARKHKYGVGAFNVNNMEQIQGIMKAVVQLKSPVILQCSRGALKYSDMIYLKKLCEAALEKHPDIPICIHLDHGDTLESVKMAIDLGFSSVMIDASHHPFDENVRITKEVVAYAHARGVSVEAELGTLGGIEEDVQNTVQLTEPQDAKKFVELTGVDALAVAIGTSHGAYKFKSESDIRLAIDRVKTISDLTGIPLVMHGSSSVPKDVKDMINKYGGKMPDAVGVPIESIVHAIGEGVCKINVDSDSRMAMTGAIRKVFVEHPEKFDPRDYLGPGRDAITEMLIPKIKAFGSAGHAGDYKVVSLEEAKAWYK
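40 nM FBPA preincubated 10 min at RT with compound (up to 57.5 uM final), then substrate plus GAPDH/TPI/NAD/arsenate coupling and diaphorase/resazurin added. Fluorescence read after 20 min at RT, 525/598 nm.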
* marks the source's active call; other numbers are inactive results; ? = inconclusive; . = not tested or not shown; & = joins results of further samples; [ ] = remark or other dose. Unless noted, the call rests on the fitted dose curve; in most records, active means well fitted curve in the direction sought with a large enough effect; inconclusive means small, poorly fitted or top-dose-only effect, or another doubt; inactive means no such curve, though single readings can be large; an effect the other way counts as inactive or inconclusive. Unless noted, on the % scale 0 is the no-effect control and ±100 the full control effect.

SMILES | AmpC no deterg | AmpC inh detg | HCV inh | HCMV antiviral | Sm TGR inh | Giardia FBPA inh
COc1ccc(CCNC(=O)CSc2ccc(NC(C)=O)cc2)cc1OC | 1% | -11% | 0% | -22 | 8% | 16%
Cc1ccc(C(=O)Nc2cc(-c3nc4ncccc4o3)ccc2C)c(C)c1 | . | 20% | . | 4 | 3% | .
N#Cc1cccnc1Nc1cccc(Cl)c1 | -14% | -5% | 1% | -6 | -1% | 3%
Cc1ccc(S(=O)(=O)NCc2cccnc2)cc1C(=O)N1CCCC1 | -14% | ? | 14% | -10 | -7% | 1%
COc1cccc(Nc2cc(C)nc3ccccc23)c1 | -41% | ? | ? | ? | -2% | 5%
COc1ccc(OC)c(NC(=O)CN(c2ccc(C(C)C)cc2)S(=O)(=O)c2c(C)noc2C)c1 | 3% | -4% | ? | 42 | 0% | -20%
Cc1ccc(OCCCCn2cnc3ccccc32)cc1 | 14% | -8%&17% | ? | 10&-11 | -1%&1% | -24%
CC1CCCN(CCOCCOc2ccc(Cl)cc2Br)C1 (stereo not drawn) | 46% | 2% | -29% | -30 | 4% | -25%
CCOc1ccc(OCC)c(NC(=O)c2cc(S(=O)(=O)N3CCc4ccccc43)cn2C)c1 | . | 24% | . | -20 | -2% | .
Cc1sc(C(=O)NCc2cccnc2)c2nc(C)n(CC(=O)NCc3cccnc3)c(=O)c12 | -12% | ? | -1% | 7 | 11% | 4%
C[C@H](CO)N1C[C@H](C)[C@@H](CN(C)S(=O)(=O)c2cccs2)Oc2ccc(NC(=O)Nc3ccc(C(F)(F)F)cc3)cc2C1=O | 8% | . | ? | -25 | . | .
CC(NC(=O)CSc1nc(C2CC2)n(-c2ccccc2)n1)c1ccco1 (stereo not drawn) | -6% | ? | 6% | 0 | -32% | .
O=C(O)C1CCCCC1C(=O)NCCCN1CCCC1=O (stereo not drawn) | -20% | -3% | 12% | 10 | 1% | -8%
NC(=O)c1sc2nc(N3CCCCC3)c3c(c2c1N)CCCC3 | -22% | 2% | -8% | -2 | -12% | ?
O=C(NC(CO)(CO)CO)c1coc(=O)c(Br)c1 | 4% | -15% | 21% | -16 | 11% | -3%[12.9 µM]
Cc1nnc(C)n1/N=C/c1ccccn1 | -3% | ? | 18% | -11 | 2% | 1%
Clc1ccc(OCC#CCN2CCCC2)cc1 | -5% | 3% | -26% | 59 | 0% | ?
CCC(=O)OCCCNc1nc(-c2ccc(Cl)cc2)nc2ccccc12 | . | -6% | . | 30 | 2% | .
CC1(C)Oc2ccc3ccc(=O)oc3c2C(/C=N/O)C1=O (stereo not drawn) | -17% | -2% | 1% | -30 | -2% | 1%
CCN(C(=O)COC(=O)c1cccc(NS(=O)(=O)c2ccc(F)c(F)c2)c1)C1CCS(=O)(=O)C1 (stereo not drawn) | 28% | -9% | . | . | 0% | 0%
[O-][n+]1c2ccccc2[n+]([O-])c2cc(O)ccc21 | -17% | ? | -26% | -15 | ? | -23%
NNc1cc(C(=O)O)ccc1Cl | -21% | -5% | 12% | -24 | -15% | -8%
CCOc1ccc2nc(SCC(=O)Nc3ncccn3)[nH]c2c1 | -1% | ? | ? | -4 | -1% | -2%
Cc1cc(C)n2ncc(/C(N)=N/OC(=O)Nc3ccc(Cl)cc3)c2n1 | -20% | 7% | 0% | -4 | 25% | ?
CS/C(N)=N/N=C/c1cc(C)ccc1O | -15% | -2% | ? | 71 | 8% | -1%
COc1ccc(/C=C/C(=O)NCCCN2CCCC2)cc1 | -2% | ? | -8% | -103* | 3% | -14%
Cc1c(C(=O)C(=O)N2CCOCC2)c2ccccc2n1Cc1ccccc1 | 108%[activator] | -1% | 10% | -37 | -1% | .
O=C(c1ccccc1NS(=O)(=O)c1cccc([N+](=O)[O-])c1)N1CCCC1 | -12% | 0% | . | -79* | -26% | -11%
CC(OC(=O)c1nccnc1N)C(=O)Nc1ccc(S(=O)(=O)N2CCCC2)cc1 (stereo not drawn) | -7% | -5% | -6% | -19 | -9% | .
O=C(CN1CC[n+]2c(-c3cccs3)csc21)c1ccc(Br)cc1 | -27% | -3% | ? | -29 | 2% | 5%
COc1ccccc1NC(=O)c1cc2ccc(O)cc2o/c1=N\O | ? | -3% | ? | 89 | 1% | 2%
O=C(CN1CCN(c2cnn(-c3ccccc3)c(=O)c2Cl)CC1)NC1CCS(=O)(=O)C1 (stereo not drawn) | -1% | ? | 8% | 16 | 2% | .

Sorted by SMILES length (low to high): part of the list above.
SMILES | AmpC no deterg | AmpC inh detg | HCV inh | HCMV antiviral | Sm TGR inh | Giardia FBPA inh
NNc1cc(C(=O)O)ccc1Cl | -21% | -5% | 12% | -24 | -15% | -8%
CS/C(N)=N/N=C/c1cc(C)ccc1O | -15% | -2% | ? | 71 | 8% | -1%
COc1ccc(/C=C/C(=O)NCCCN2CCCC2)cc1 | -2% | ? | -8% | -103* | 3% | -14%
CCOc1ccc2nc(SCC(=O)Nc3ncccn3)[nH]c2c1 | -1% | ? | ? | -4 | -1% | -2%
CC1(C)Oc2ccc3ccc(=O)oc3c2C(/C=N/O)C1=O (stereo not drawn) | -17% | -2% | 1% | -30 | -2% | 1%
CCC(=O)OCCCNc1nc(-c2ccc(Cl)cc2)nc2ccccc12 | . | -6% | . | 30 | 2% | .
O=C(CN1CC[n+]2c(-c3cccs3)csc21)c1ccc(Br)cc1 | -27% | -3% | ? | -29 | 2% | 5%
Cc1cc(C)n2ncc(/C(N)=N/OC(=O)Nc3ccc(Cl)cc3)c2n1 | -20% | 7% | 0% | -4 | 25% | ?
CC(OC(=O)c1nccnc1N)C(=O)Nc1ccc(S(=O)(=O)N2CCCC2)cc1 (stereo not drawn) | -7% | -5% | -6% | -19 | -9% | .
O=C(c1ccccc1NS(=O)(=O)c1cccc([N+](=O)[O-])c1)N1CCCC1 | -12% | 0% | . | -79* | -26% | -11%
O=C(CN1CCN(c2cnn(-c3ccccc3)c(=O)c2Cl)CC1)NC1CCS(=O)(=O)C1 (stereo not drawn) | -1% | ? | 8% | 16 | 2% | .
CCN(C(=O)COC(=O)c1cccc(NS(=O)(=O)c2ccc(F)c(F)c2)c1)C1CCS(=O)(=O)C1 (stereo not drawn) | 28% | -9% | . | . | 0% | 0%

Later entries.
SMILES | AmpC no deterg | AmpC inh detg | HCV inh | HCMV antiviral | Sm TGR inh | Giardia FBPA inh
CCC(C)(C)n1nnnc1C(c1ccc(Cl)cc1)N1CCN(C)CC1 (stereo not drawn) | 21% | 17% | -24% | -19 | 3% | -5%
CCCN(CCC)CCCNS(=O)(=O)c1ccc2c(c1)oc(=O)n2C | -17% | 2% | 4% | 3 | -3% | 0%
Cc1ccc(NC(=S)N(C)C(c2ccccc2)c2ccccc2)cc1C | -14% | -12% | ? | ? | 71%[activator] | 8%
O=C(COc1ccc(/C=N/NC(=O)c2cccnc2)cc1)Nc1ccccc1 | 1% | 8% | 13% | -22 | -7% | .
Cc1sc2c(c1C)c(=O)n(Cc1ccccc1)c(=O)n2Cc1ccc(F)cc1 | . | 14% | . | -5 | 7% | .
Cc1cc2oc(=O)cc(CN3CCCCC3C)c2cc1C(C)C (stereo not drawn) | -26% | -9% | 13µM* | -35 | -2% | -14%
COC(=O)C1=C(C)N(c2ccc(C)cc2)/C(=C/c2cccs2)C1=O | ? | 2% | 1% | -32 | -5% | -2%
CNC(=O)CN1C(=O)COc2ccc(S(=O)(=O)N3CCCCCC3)cc21 | -7% | 1%&13% | 1% | -39&12 | -13%&8% | .
Cc1cc(Nc2cccc(F)c2)n2nc(-c3ccco3)nc2n1 | . | 9% | . | -33 | -32% | .
O=C(OCN1C(=O)c2ccccc2C1=O)c1cc(S(=O)(=O)N2CCOCC2)ccc1F | 28% | ? | 11% | -11 | -15% | .
COC(=O)N1CCCc2cc(S(=O)(=O)N3CCN(c4ccccc4)CC3)ccc21 | . | 1% | . | -14 | 12% | .
O=C(NCCc1ccccc1)C1CCC(CNc2c(N3CCCCC3)c(=O)c2=O)CC1 (stereo not drawn) | -4% | ? | -1% | 13 | -15% | 4%
CCOc1cc(Cl)c(NC(=O)CC)cc1OCC | 1% | 4% | 24% | 20 | -1% | 1%
O=C1OC(c2ccc(F)cc2)=C/C1=C\c1ccc([N+](=O)[O-])o1 | -46% | 2% | . | . | 4µM* | -11%
CCc1ccc(Sc2cc(C(=O)NCc3cccc(OC)c3)c3ccccc3n2)cc1 | . | 10% | . | ? | 8% | .
COc1ccc(S(=O)(=O)NCCc2ccccc2)cc1OC | -27% | ? | 5% | 27 | -28% | 5%
N#C/C(=C\c1ccc(N2CCOCC2)o1)c1ccccc1 | 8% | 4% | 11µM* | 52 | 1.1µM* | ?
Cc1cc(C)n2nc(SCC(=O)N3CCCCC3C)nc2n1 (stereo not drawn) | -15% | . | 10% | 35 | . | .
CCn1c(=NC(=O)CS(=O)(=O)c2ccc(C)cc2)sc2cccc(OC)c21 | -31% | ? | ? | -62* | 0% | .
CN1/C(=C\C(=O)CSc2cccc[n+]2[O-])C(C)(C)c2ccccc21 | 1% | 4% | ? | -16 | 2% | 11µM*
CCCS(=O)(=O)N1CCN(CCN2C(=O)c3cccc4cccc(c34)C2=O)CC1 | 22% | 10% | ? | ? | 5% | 6%
CN(CC(=O)NCCc1ccc(S(N)(=O)=O)cc1)Cc1c(F)cccc1Cl | -9% | 9% | -4% | 2 | 9% | -8%
COC(=O)c1cc(NC(=O)c2sc3ccccc3c2Cl)cc(C(=O)OC)c1 | . | 8% | . | 6 | 2% | .
O=C(/C=C/c1ccco1)NC(=S)Nc1ccccc1N1CCOCC1 | -26% | 1% | -2% | 72 | 32µM* | -2%
Cc1ccccc1NC(=O)CC(=O)c1ccccc1 | -26% | -14% | -5% | 16 | -5% | 10%
Cc1csc2c(N3CCN(S(=O)(=O)c4ccc(Cl)cc4)CC3)ncnc12 | -14% | -9% | 14% | 24 | -1% | 7%
O=C1C=C(c2ccc3ncccc3c2)C[C@@H](c2ccc(F)cc2)C1 | 5% | -3% | ? | . | -2% | .
CC(C)(C)c1ccc(C(=O)NCC2CCCN2S(=O)(=O)c2ccccc2)cc1 (stereo not drawn) | 89%[activator] | -12% | ? | -36 | -11% | .
